SIAE inh – inhibitors of human sialic acid acetylesterase SIAE. 370,000 tested, 0.69% active. AID 1053197. SIAE FP-Rh probe binding, fluorescence polarization. inhibition, % at 9.66 µM. Q9HAT2;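 active = inhibition above a cutoff: mean of compounds within the control limits plus 3 SD of those, cut at about 17% in these data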;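 note: 0% = plate median of compound wells and 100% = probe without SIAE protein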
Target sequence (Q9HAT2 whole entry, looked up): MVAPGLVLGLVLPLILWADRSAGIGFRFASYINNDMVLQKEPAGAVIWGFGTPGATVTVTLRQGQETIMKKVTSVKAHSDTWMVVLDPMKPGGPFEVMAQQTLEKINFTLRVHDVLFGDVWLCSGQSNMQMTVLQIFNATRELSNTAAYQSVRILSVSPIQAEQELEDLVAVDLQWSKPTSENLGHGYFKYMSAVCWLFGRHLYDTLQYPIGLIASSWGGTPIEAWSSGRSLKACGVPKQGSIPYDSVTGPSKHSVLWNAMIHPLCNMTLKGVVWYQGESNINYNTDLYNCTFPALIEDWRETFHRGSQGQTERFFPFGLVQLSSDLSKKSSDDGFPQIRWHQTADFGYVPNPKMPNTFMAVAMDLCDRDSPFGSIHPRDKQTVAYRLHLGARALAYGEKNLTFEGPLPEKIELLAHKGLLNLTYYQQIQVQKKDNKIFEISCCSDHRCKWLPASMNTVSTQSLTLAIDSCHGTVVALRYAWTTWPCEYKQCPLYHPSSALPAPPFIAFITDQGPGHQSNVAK
PRMT1 inh – inhibitors of human PRMT1; Q99873; recombinant PRMT1, activity-based probe fluorescence polarization; inhibition, % at 2.79 µM; 370,000 tested, 1.3% active;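 active = inhibition above about 21% made by adding two undisclosed values, limit read from the data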
Tn6 DDE FP – inhibitors of Tn6 peptide binding to human fibrin DD(E) | P02675 | inhibition, % at 8.3 µM | AID 720509 | Fibrin DD(E) TRITC-Tn6 fluorescence polarization displacement | 370,000 tested, 0.21% active;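 active = inhibition above a per-campaign cutoff: mean of compounds within control limits plus 3 SD, cut at about 15% in these data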;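 note: 0% = median of all compound wells on the plate and 100% = blocking peptide control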
Tn7 DDE FP – disrupts Tn7 cyclic peptide binding to fibrin D-Dimer-E complex | P02675 | FP displacement of FITC-Tn7 peptide from fibrin DD(E); 0% = median of compound wells per plate | inhibition, % at 8.3 µM | 370,000 tested, 0.13% active;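 active = inhibition above the mean of compounds falling within the control limits plus 3 SD of them, cut at about 14% in these data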;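 note: 0% = plate median of compound wells and 100% = 10 µM Aha-Tn7 peptide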
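assay system = human clot-derived fibrin DD(E) complex | quantity = Fibrin-DD(E) at 2 µM final | timing = 10 min preincubation, 3 h with tracer, room temperature | signal = fluorescence polarization | measure = percent inhibition | benchmarks = high control wells with 10 µM unlabelled Aha-Tn7 peptide (full inhibition) | replicates = singlicate testing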
proKLK7 act – activates the human kallikrein-7 zymogen; P49862; purified proKLK7, EDANS-DABCYL substrate fluorescence; 100% is mature enzyme control, 0% vehicle; activation, % at 7 µM; 370,000 tested, 0.9% active;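 active = activation above the mean of all tested compounds plus 3 SD, computed per campaign excluding outliers beyond control limits, cut at about 13% in these data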
LEDGF integ inh – blocks HIV-1 LEDGF/p75-dependent DNA integration | TR-FRET IN-LEDGF/p75 DNA integration, Eu/Cy5 | inhibition, % at 3.7 µM | 370,000 tested, 0.64% active | AID 743269;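 active = inhibition above the screen-wide mean plus 3 SD, cut at about 13% in these data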;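 note: signal is the Cy5 over europium emission ratio at 671 and 618 nm; 0% = plate median of compound wells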
TDP2 inh – TDP2 (human) inhibition, absorbance primary screen; 370,000 tested, 0.34% active; inhibition, % at 12.8 µM; O95551; recombinant TDP2, T5PNP hydrolysis, p-nitrophenol absorbance 415 nm;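 active = inhibition above the mean of all tested compounds plus 3 SD, set per campaign, cut at about 25% in these data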;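 note: 0% = DMSO with enzyme and 100% = buffer with substrate but no TDP2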
Target sequence (O95551 whole entry, looked up): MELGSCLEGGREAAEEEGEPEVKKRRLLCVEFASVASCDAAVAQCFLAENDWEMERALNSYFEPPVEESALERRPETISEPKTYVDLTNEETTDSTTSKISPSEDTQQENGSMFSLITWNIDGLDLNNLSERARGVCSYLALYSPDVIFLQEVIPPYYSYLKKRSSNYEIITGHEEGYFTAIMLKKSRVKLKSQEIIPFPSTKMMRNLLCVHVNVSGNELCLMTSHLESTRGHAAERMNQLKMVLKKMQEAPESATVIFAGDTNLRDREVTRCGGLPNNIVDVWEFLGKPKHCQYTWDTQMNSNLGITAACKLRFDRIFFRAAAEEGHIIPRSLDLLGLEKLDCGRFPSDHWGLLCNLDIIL
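test system = human TDP2 enzyme | input = TDP2 enzyme at 120 nM final | medium = 50 mM Tris-HCl pH 7.5 with Mg2+, KCl, DTT, BSA | also added = T5PNP substrate, 5 mM | times = 2 h at 37 °C | technique = epi absorbance | benchmarks = high control without enzyme, low control DMSO plus TDP2 | replication = each compound tested once, singlicate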
UHRF1 MBD2 ctr – UHRF1 methyl-DNA binding inhibition. Q96T88. UHRF1 binding to methylated oligo, TR-FRET. inhibition, % at 4.4 µM. 370,000 tested, 0.75% active. AID 687016; in the data active = inhibition above about 21%;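 note: UHRF1 SRA domain binding a hemimethylated CpG hairpin DNA probe; 0% = median of test compound wells and 100% = reference inhibitor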
TCR CD3 inh – human TCR-CD3 binding inhibition; TAMRA-labeled TCR probe fluorescence, biochemical; inhibition, % at 9.4 µM; 360,000 tested, 0.37% active; in the data active = inhibition above about 19%;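 note: recombinant mutant TCR 2C K166C tagged with TAMRA read by polarization; 0% = receptor in buffer alone and 100% = receptor with positive control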
MBD2 inh – inhibitors of human MBD2 binding to methylated oligonucleotide. AID 686964. Q9UBB5. inhibition, % at 4.4 µM. 370,000 tested, 0.31% active. TR-FRET; in the data active = inhibition above about 13%
Numbers without * were called inactive.

SMILES	SIAE inh	PRMT1 inh	Tn6 DDE FP	Tn7 DDE FP	proKLK7 act	LEDGF integ inh	TDP2 inh	UHRF1 MBD2 ctr	TCR CD3 inh	MBD2 inh
Cc1cccc(S(=O)(=O)NC(=O)C2(C)CCN2C(=O)c2ccc(C3CCCCC3)cc2)c1 (configuration not stated)	0.7	1.0	6.7	-4.9	0.5	-0.1	-7.5	-1.8	2.0	5.4
COC(=O)C1C(c2ccccc2)C=CC(c2ccccc2)C1C(=O)O (configuration not stated)	1.9	-2.9	0.5	3.2	-0.1	1.3	4.5	2.0	11.6	43.8*
O=C(NCCC(=O)N1CCN(Cc2c(F)cccc2Cl)CC1)c1ccc(Cl)cc1	-7.5	-0.2	5.0	-8.1	0.3	3.5	5.1	-0.5	-0.3	-1.3
CN(Cc1ccccc1)C(=O)c1cccc(NC(=O)Cc2ccc(NC(=O)C3CCN(C(=O)c4ccccc4)CC3)cc2)c1	-4.3	1.1	3.8	7.4	0.2	-2.3	4.7	-2.1	-1.2	-0.7
COc1ccc(N2C[C@@]3(O)CC[C@@H](O)[C@@H](OC)[C@@H]3[C@@]2(C)[C@H](O)CC=C(C)C)cc1	6.1	1.6	8.8	-3.5	0.4	4.7	0.9	-2.4	5.4	4.2
CC(C)N(C(=O)Cn1cc(S(=O)(=O)CC(=O)NC2CCCCC2)c2ccccc21)C(C)C	-15.2	1.3	6.3	6.7	0.4	-1.1	-15.0	1.2	3.7	3.7
CCOC(=O)/C(C#N)=C/c1c(N2CCN(CC)CC2)nc2c(C)cccn2c1=O	4.3	-2.2	3.2	-4.4	0.6	-2.8	-0.3	-4.6	0.3	-7.5
CC(CCCN(C)C)C(Cc1ccccc1)c1ccccc1 (configuration not stated)	-7.1	-6.1	-2.1	0.2	0.0	-1.2	-1.0	0.6	0.4	0.8
CC1=C(C(=O)N2CCOCC2)C(c2cccs2)NC(=O)N1 (configuration not stated)	-4.1	0.1	1.3	-3.7	0.6	2.3	7.2	-0.5	-1.1	5.6
CNC(=S)NNC(=O)c1sccc1OCc1cccc(C(F)(F)F)c1	4.8	-0.6	-3.5	-8.3	-0.9	0.5	0.2	-0.4	2.0	-5.9
O=c1[nH]c2cc3c(cc2cc1CN(Cc1ccco1)C(=S)NCCCN1CCOCC1)OCCO3	11.4	-3.3	-0.1	0.3	2.0	0.8	-3.4	-0.6	-5.5	6.6
Cc1nn(CC(O)Cn2c3c(c4ccccc42)CCN(C)C3=O)c(C)c1Br (configuration not stated)	-2.6	-2.8	2.2	2.1	0.1	-1.2	-11.2	-1.8	4.8	4.9
Cc1ccc(NC(=O)CN(C)C(=O)/C=C/c2cccs2)cc1	-8.8	2.9	0.1	3.8	-0.2	-6.8	2.9	1.8	-1.5	-1.7
C/C=C/c1ccc(OCCCCN2CCN(CC)CC2)c(OC)c1	3.6	4.3	0.7	-4.2	-0.4	0.7	-6.4	4.5	1.1	6.2
CC1CCc2c(nc3nc[nH]n3c2=O)C1 (configuration not stated)	5.5	-3.7	-3.6	2.1	0.8	0.9	1.3	-1.2	7.1	0.5
CN(C)C(CNC(=O)c1cccc(S(=O)(=O)NCc2ccccc2)c1)c1ccco1 (configuration not stated)	-0.8	-2.5	-0.8	-3.5	0.2	-0.8	7.8	-0.5	3.5	-3.2
Cc1ccc(CN2[C@@H](CC(C)C)COCCS2(=O)=O)cc1	-0.1	-0.1	-3.2	-1.7	0.1	-1.6	0.9	-2.2	-2.6	5.2
COc1ccc(NS(=O)(=O)c2cccc(-c3n[nH]c(=S)n3Cc3ccccc3)c2)cc1	-6.5	9.2	1.7	3.1	0.3	-0.1	-3.4	-2.6	5.6	-0.6
CCOCCCNC(=O)c1ccc(C2SCC(=O)N2Cc2ccccc2)cc1 (configuration not stated)	-4.4	0.1	1.9	2.1	0.3	-1.3	3.6	-0.4	-2.6	0.7
Cc1ccc(NC(=O)c2cc(=O)[nH]c3ccc(S(=O)(=O)N4CCOCC4)cc23)cc1	-7.0	0.9	-2.8	-9.6	0.1	-1.2	3.8	-0.7	0.9	-3.6
CC(SCc1ccccc1)C(=O)N/N=C/c1cc2c(cc1Br)OCO2 (configuration not stated)	-1.7	-2.4	0.9	-8.8	0.0	-0.6	3.8	-1.1	11.9	-0.8
COCc1ccc(CN2CCC(C(=O)Nc3cccc(-c4cccc(Cl)c4)c3)CC2)o1	-9.1	5.5	-5.9	-2.1	0.2	2.6	2.3	0.7	-3.4	6.2
COC(=O)c1ccc(-n2c(C)cc(C(=O)COC(=O)CNS(=O)(=O)c3ccc(C)cc3)c2C)cc1	-0.4	1.3	0.6	4.2	0.0	0.4	0.6	4.0	5.6	-0.9
CN=C1S/C(=C\c2cccc(Cl)c2Cl)C(=O)N1C	-10.4	6.8	-0.8	5.3	0.1	0.2	1.2	1.6	-7.3	-1.2
C[C@H](CO)N1C[C@H](C)[C@@H](CN(C)C(=O)C2CCCCC2)OCc2cnnn2CCCC1=O	-3.0	-6.1	-6.3	3.2	0.0	-8.5	-16.6	1.5	4.2	-7.3
Additional entries:
SMILES	SIAE inh	PRMT1 inh	Tn6 DDE FP	Tn7 DDE FP	proKLK7 act	LEDGF integ inh	TDP2 inh	UHRF1 MBD2 ctr	TCR CD3 inh	MBD2 inh
O=C(CNS(=O)(=O)c1cccs1)NCc1ccc(F)cc1	6.6	-1.2	4.2	-3.5	-0.1	0.8	6.5	1.0	1.1	0.8
CO/N=C/NC(=O)c1ccc([N+](=O)[O-])c(CS(=O)(=O)c2ccc(Cl)cc2)c1	1.1	0.9	-2.2	1.4	-0.5	-3.3	3.5	1.0	5.5	-3.8
Cc1ccc(C)c(N(CC(=O)NCc2ccco2)C(=O)CCC(=O)Nc2nccs2)c1	0.0	1.3	-0.2	-0.3	0.2	-0.4	3.6	-0.7	0.1	-1.0
Cc1ccc(CC(=S)N2CCOCC2)cc1	0.1	2.5	0.6	-3.2	-0.1	1.6	8.1	-0.9	10.5	-0.7
CCCCOc1ccc(S(=O)(=O)NC(=O)C2(C)CCN2C(=O)Cc2ccccc2Cl)cc1 (configuration not stated)	-1.1	-2.2	7.5	-3.8	0.2	8.3	-16.1	0.9	1.8	-5.1
COc1cccc(C2=NOC(C(=O)N3CCN(c4ccccc4)CC3)C2)c1OC (configuration not stated)	0.3	1.2	0.9	-5.2	0.7	2.0	-1.2	-0.4	7.7	-4.9
O=c1[nH]c(C2CCCN(S(=O)(=O)c3ccccc3F)C2)nc2c1nnn2Cc1ccccc1Cl (configuration not stated)	-2.8	1.6	-3.7	-1.6	-0.6	-0.2	-6.6	5.1	-8.7	4.3
CCN(c1ccccc1)S(=O)(=O)c1cc(C(=O)Nc2ccc(Br)cc2)ccc1F	-92.2	-0.3	-10.1	3.4	0.1	0.4	-5.5	-3.7	6.6	-6.8
CCOC(=O)CN1C(=O)C(=O)N(Cc2c(F)cccc2Cl)C1=O	1.8	5.5	-0.2	13.1	0.1	-3.1	-0.3	0.4	-1.7	4.4
COc1ccc(N/N=C(/Oc2ccc([N+](=O)[O-])cc2)C(C)=O)cc1	7.2	1.8	-3.9	-1.0	-0.1	5.2	-14.4	-0.4	-0.4	-3.1
COCC(C)n1c(C)cc(C(=O)CSc2nc(C)c(C)c(C)n2)c1C (configuration not stated)	1.2	5.0	2.0	-7.0	0.5	0.0	1.3	-3.3	6.6	-3.0
Cc1cccc(NCc2nc3ccccc3n2Cc2ccccc2)c1	4.2	1.9	-3.6	-5.5	-0.2	-2.5	-9.1	2.3	3.0	1.1
CN1CCN(CCCNc2nc3ccccc3c3nc(-c4ccccc4)nn23)CC1	-6.5	-0.6	2.0	-0.5	0.1	-2.8	1.0	5.8	-7.7	3.4
Nc1c(N(CCC2=CCCCC2)C(=O)COc2ccc([N+](=O)[O-])cc2)c(=O)[nH]c(=O)n1Cc1ccccc1	5.1	7.2	-0.5	0.9	0.3	-1.3	-4.8	-0.8	-7.9	0.0
Cc1cccc(Cn2c(NCC(C)O)nc3c2c(=O)n(C)c(=O)n3C)c1 (configuration not stated)	-3.8	0.3	3.1	7.1	-0.1	-1.9	4.7	0.8	1.8	4.1
CN1CCN(CC(C)(C)NS(=O)(=O)c2ccc(Cl)cc2)CC1	-3.1	-3.2	-1.5	-3.0	-0.6	0.8	-4.9	-1.3	4.6	0.9
O=C(NCCCN=C1NS(=O)(=O)c2ccccc21)c1ccc(Cl)cc1	-1.4	0.5	-2.2	0.3	-0.2	-2.5	-10.5	3.0	0.6	5.0

A portion of the results above, for reference:
SMILES	SIAE inh	PRMT1 inh	Tn6 DDE FP	Tn7 DDE FP	proKLK7 act	LEDGF integ inh	TDP2 inh	UHRF1 MBD2 ctr	TCR CD3 inh	MBD2 inh
COc1ccc(N/N=C(/Oc2ccc([N+](=O)[O-])cc2)C(C)=O)cc1	7.2	1.8	-3.9	-1.0	-0.1	5.2	-14.4	-0.4	-0.4	-3.1
COCC(C)n1c(C)cc(C(=O)CSc2nc(C)c(C)c(C)n2)c1C (configuration not stated)	1.2	5.0	2.0	-7.0	0.5	0.0	1.3	-3.3	6.6	-3.0
Cc1cccc(NCc2nc3ccccc3n2Cc2ccccc2)c1	4.2	1.9	-3.6	-5.5	-0.2	-2.5	-9.1	2.3	3.0	1.1
CN1CCN(CCCNc2nc3ccccc3c3nc(-c4ccccc4)nn23)CC1	-6.5	-0.6	2.0	-0.5	0.1	-2.8	1.0	5.8	-7.7	3.4
Nc1c(N(CCC2=CCCCC2)C(=O)COc2ccc([N+](=O)[O-])cc2)c(=O)[nH]c(=O)n1Cc1ccccc1	5.1	7.2	-0.5	0.9	0.3	-1.3	-4.8	-0.8	-7.9	0.0
Cc1cccc(Cn2c(NCC(C)O)nc3c2c(=O)n(C)c(=O)n3C)c1 (configuration not stated)	-3.8	0.3	3.1	7.1	-0.1	-1.9	4.7	0.8	1.8	4.1
CN1CCN(CC(C)(C)NS(=O)(=O)c2ccc(Cl)cc2)CC1	-3.1	-3.2	-1.5	-3.0	-0.6	0.8	-4.9	-1.3	4.6	0.9
O=C(NCCCN=C1NS(=O)(=O)c2ccccc21)c1ccc(Cl)cc1	-1.4	0.5	-2.2	0.3	-0.2	-2.5	-10.5	3.0	0.6	5.0

Compound activity as filed in PubChem BioAssay.

No enrichment for hits; about 4.6% have a hit in one of these screens.
